# Source: PubChem (The Scripps Research Institute Molecular Screening Center)
# MsrA inh – bovine MsrA enzyme inhibitors, primary screen, biochemical, absorbance, HTS. purified bovine MsrA, absorbance read-out. Methionine sulfoxide reductase A (Bos taurus). hit rate 0.75% among 360,000. inhibition, % at 15.5 µM; in the data active = inhibition above about 4.5%;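 also: 0% = vehicle wells with enzyme and 100% = reference inhibitor wells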
# * = called active by the depositor; & = joins results of further samples. An excerpt, so the mix of outcomes need not match the whole.
MsrA inh,Molecule
0.8,CN(c1cccnc1)c1ccc(NC(=O)Cc2c[nH]c3ccccc23)cc1-c1cccnc1F
-1.4,O=C(c1cccs1)N1CCN(S(=O)(=O)c2ccc(F)cc2)CC1
1.2&-0.7,C=CCCC1CN(Cc2ccc(OC)cc2)S(=O)(=O)c2c(Oc3ccc(C(C)C)cc3)cccc2O1 (stereo unspecified)
1.1,COc1ccc2nc3n(c(=O)c2c1)-c1ccc(Cl)cc1C(=O)NC3Cc1ccccc1 (stereo unspecified)
-0.6,COC(=O)C1=C(C)N(C)C(=NCc2cccc(C(F)(F)F)c2)NC1c1cccc(F)c1 (stereo unspecified)
-1.1,C[C@@H]1ON(C)[C@H]2C[C@H]3c4[nH]c5c(-c6ccccc6F)cccc5c4CCN3C(=O)[C@@H]12
-0.7,COC(=O)Cc1nnn2c1[C@@H](C)[C@@H](c1ccccc1Br)O[C@@H](C)C2
-0.4,C[C@H]1CN([C@@H](C)CO)C(=O)CCCn2nncc2CO[C@@H]1CN(C)C(=O)Nc1ccc(N2CCN(C)CC2)cc1
-0.4,COC(=O)c1ccc(COc2cc([N+](=O)[O-])cc3cccnc23)cc1
0.2,CC1Cc2ccccc2N1C(=O)CSc1nnc(NC(=O)Cc2cccs2)s1 (stereo unspecified)
-1.0,CC(C)(C)S(=O)(=O)N1C[C@H]2CC(=O)C(CCO)=C2[C@@H]1CCO
-0.2,COc1cccc(C(=O)N[C@@H](CC(C)C)C(=O)N2CCC[C@H]2C(=O)NCc2ccccc2)c1
1.1,Nc1c(C(=O)Nc2ccccc2)sc2nc(-c3cccnc3)ccc12
-0.5,O=S1(=O)c2c(cccc2N2CCCCC2)O[C@H](COCc2ccccc2)CN1C1CC1
1.0,C[C@@H]1CN(c2ccc(N3CCN(C(=O)OC(C)(C)C)C[C@@H]3C)cc2C#N)C[C@H](C)O1
1.2,CC(=O)Nc1ccc(NC(=O)Cn2cc3c(n2)CCC(C)C3)cc1 (stereo unspecified)
0.5,COC(=O)c1cc2c(c3c4cc(OC)ccc4n(C(=O)c4ccccc4)c13)C(=O)N(C1CCCCC1)C2
0.7,O=C(CSC1=NC(=O)C(Cc2ccccc2)C(=O)N1)Nc1ncccn1 (stereo unspecified)
-0.1,C=CCCC1CN(Cc2ccc(OC)cc2)S(=O)(=O)c2c(cccc2N2CCCCC2)O1 (stereo unspecified)
1.7,O=C(N[C@H](Cc1ccccc1)C(=O)O)[C@H]1O[C@@H](n2ccc(=O)[nH]c2=O)[C@H](O)[C@@H]1O
-0.2,CCCCOc1ccc(C(=O)NC2CCCCN(C)C2=O)cc1 (stereo unspecified)
0.0,CCc1c(Cc2ccccc2)ncn1CCc1ccccc1OC
-0.3,Cc1ccccc1S(=O)(=O)N(C)C[C@@H]1OCc2cn(nn2)CCCC(=O)N([C@@H](C)CO)C[C@H]1C
0.1,Clc1ccc(Nc2nnc(-c3ccc4c(c3)OCO4)o2)cc1
0.4,COC(=O)C1=C(C)N(Cc2ccc(Br)cc2)C(=S)NC1c1ccc(OC)cc1 (stereo unspecified)

# 4 structures from above, sorted by number of heavy atoms, rising.
MsrA inh,Molecule
0.2,CC1Cc2ccccc2N1C(=O)CSc1nnc(NC(=O)Cc2cccs2)s1 (stereo unspecified)
-0.1,C=CCCC1CN(Cc2ccc(OC)cc2)S(=O)(=O)c2c(cccc2N2CCCCC2)O1 (stereo unspecified)
-0.2,COc1cccc(C(=O)N[C@@H](CC(C)C)C(=O)N2CCC[C@H]2C(=O)NCc2ccccc2)c1
0.5,COC(=O)c1cc2c(c3c4cc(OC)ccc4n(C(=O)c4ccccc4)c13)C(=O)N(C1CCCCC1)C2

# (listing goes on)
MsrA inh,Molecule
0.6,COC(=O)c1cc2c(c3c4cc(F)ccc4n(S(=O)(=O)c4cccc(C)c4)c13)C(=O)N(C)C2
0.2,C=CCO[C@H]1CN(C(=O)OC)[C@@H](c2ccccc2Br)C[C@H]1OCC=C
2.5,c1coc(-c2nnc(-c3ccc4c(c3)OCO4)o2)c1
0.1,C[C@H]1CN([C@@H](C)CO)C(=O)c2c(c3ccccc3n2C)-c2ccccc2CO[C@H]1CN(C)C(=O)Nc1cccc(F)c1
0.3,c1coc(-c2nc3c4ccccc4ccn3c2Cc2ccsc2)c1
1.0,CC[C@H](NC(=O)[C@H](Cc1ccccc1)NC(=O)[C@H]1O[C@@H](n2cnc3c(=O)[nH]c(N)nc32)[C@H](O)[C@@H]1O)c1ccccc1
0.5,Cc1nc2c(ccc3c2ccc2nc(C)sc23)s1
-1.4,C=CCN=C1NC(c2ccccc2C(F)(F)F)C(C(=O)OC)=C(C)N1Cc1ccc(C(F)(F)F)cc1 (stereo unspecified)
-0.2,Nc1[nH]c(C(=O)c2ccccc2)c(-c2ccc(Cl)c(Cl)c2)c1C(=O)NCCc1c[nH]c2ccccc12
-0.1,CCCCCCN1CCN(C2CN(Cc3cn(Cc4ccc(C(F)(F)F)cc4)nn3)S(=O)(=O)C2)CC1 (stereo unspecified)
-1.3,O=C1C2(CCCC13COC(c1ccc(O)cc1)OC3)COC(c1ccc(O)cc1)OC2 (stereo unspecified)
-0.4,Cc1cccc(N2CCCn3c2nc2c3c(=O)n(CC(=O)OCc3ccccc3)c(=O)n2C)c1
0.2,COC(=O)c1cc2c(c3c4ccccc4n(S(=O)(=O)c4cccc(C)c4)c13)C(=O)N(C)C2
-0.4,CCCn1c(=O)n(C)c(=O)c2c(SCc3cc(C(C)=O)ccc3OCC)nc(C3CC3)nc21
0.2,COc1ccc(CN2C[C@H](COCc3ccccc3)Oc3cccc(F)c3S2(=O)=O)cc1
0.4,CC(C)(C)S(=O)N1C[C@@H]2CC(=O)C(c3ccccc3)=C2[C@H]1CCO (stereo partly specified)
-0.7,COC(=O)[C@@]1(Cc2ccc(OC)cc2)[C@H]2c3cc(C(=O)N4CCCC4)n(Cc4ccc(C)o4)c3C[C@H]2CN1C(=O)c1ccccc1
0.3,O=c1cc(CN2CCN(c3cccc(C(F)(F)F)c3)CC2)nc2sccn12
1.4,O=C(Cc1cn(Cc2ccccc2)c2ccccc12)Nc1ccc(Oc2cccnc2)cc1
1.1,CCCCN1CC(N2CCCC2)CS1(=O)=O (stereo unspecified)
0.4,CCN1CCc2c(OCC(=O)Nc3cccc(C)c3C)cccc2C1=O
0.6,COC(=O)Cc1nnn2c1[C@H](C)[C@@H](OC)c1cc(Br)ccc1-2
0.4,O=S1(=O)N[C@H](Cc2ccccc2)COc2cc(Br)ccc21
0.3,COc1ccc(N2CCN(C(=O)CSc3nnc(-c4ccco4)n3C)CC2)cc1
0.5,Cc1cccc(NC(=O)C2CC(=O)NC(Nc3nc4ccccc4s3)=N2)c1 (stereo unspecified)

# Shown as labelled records: part of the list above
compound: CC[C@H](NC(=O)[C@H](Cc1ccccc1)NC(=O)[C@H]1O[C@@H](n2cnc3c(=O)[nH]c(N)nc32)[C@H](O)[C@@H]1O)c1ccccc1
- MsrA inh = 1.0

compound: Cc1nc2c(ccc3c2ccc2nc(C)sc23)s1
- MsrA inh = 0.5

compound: C=CCN=C1NC(c2ccccc2C(F)(F)F)C(C(=O)OC)=C(C)N1Cc1ccc(C(F)(F)F)cc1 (stereo unspecified)
- MsrA inh = -1.4

# Next part:
MsrA inh,Molecule
0.1,Nc1[nH]c(C(=O)c2ccc(Br)cc2)c(-c2ccc(Br)cc2)c1C(=O)NCc1ccc(-c2ccccc2)cc1
0.2,C[C@@H]1COc2cc(N3CCOCC3)ccc2S(=O)(=O)N1
1.1,CCC1CCCCN1C(=S)NN=C(C)c1ccccn1 (stereo unspecified)
-0.2,Cc1sc2nc(CSc3nc4ccccc4s3)[nH]c(=O)c2c1C
0.7,COc1ccc2nc3sc(C(=O)NCc4cccs4)c(N)c3cc2c1
0.8,COc1cc(C2CC(=O)N3CN(c4ccccc4C)CSC3=C2C#N)cc(OC)c1OC (stereo unspecified)
-0.1,Cn1c(=O)c2c(ncn2Cc2ccc(O)c([N+](=O)[O-])c2)n(C)c1=O
0.5,COc1cc2sc3ccc(-c4ccc(N(C)C)nc4)cc3c(=O)c2cc1OC
0.0,O=C(N[C@@H](Cc1cccnc1)C(=O)N1CCC[C@H]1C(=O)NCCc1ccccc1Cl)c1ccccc1
-1.4,CCOC(=O)N1CCN(C(=O)CSc2ccc(-c3cccnc3)nn2)CC1
1.4,Cc1cc(N2CCN(C(=O)OC(C)(C)C)C[C@H]2C)ccc1N1C[C@@H](C)O[C@@H](C)C1
3.6,CC(C)(C)OC(=O)NCCCC[C@H](NC(=O)c1[nH]cnc1C(=O)Nc1ccc(CNC(=O)OC(C)(C)C)cc1)C(=O)OC(C)(C)C
0.9,CC1CCCN(c2cccc3c2S(=O)(=O)N(Cc2ccc(F)cc2)[C@@H](C)[C@H](c2ccccc2)O3)C1 (stereo partly specified)
0.9,CC(C)(C)n1nc(C2CC2)cc1NC(=O)Nc1ccccc1
0.1,COc1ccccc1CCn1cnc(-c2cccc(F)c2)c1CC(C)C
-1.3,CCc1ccccc1NC(=S)NN
-0.1,COC(=O)[C@@]1(Cc2ccc(F)cc2)[C@H]2c3cc(C(=O)N(C)C)n(Cc4c(CO)[nH]cc(C)c4=O)c3C[C@H]2CN1C(=O)c1ccccc1
0.3,CCOC(=O)C1CCN(CC(=O)Nc2c(C(=O)OC)[nH]c3ccccc23)CC1
-0.5,COc1cccc(CC(=O)N2CCN(C(=O)C(=O)c3cccc(C(F)(F)F)c3)CC2)c1
-0.2,C[C@@H]1COc2cccc(N3CCCC3)c2S(=O)(=O)N1
0.1,CN1CCCCC(NC(=O)COCc2ccccc2)C1=O (stereo unspecified)
-0.7,C[C@]12Cc3ccccc3C1CC1=N[C@@H](c3ccc(C(F)(F)F)cc3)O[C@@]13C[C@@H]2C(=O)N3C1CCN(Cc2ccccc2)CC1 (stereo partly specified)
-0.4,CC(C)OC(=O)N(C)C[C@H]1OCc2cn(nn2)CCCC(=O)N([C@@H](C)CO)C[C@@H]1C
0.8,COc1cc(N/C(=C\C(=O)c2ccccc2)c2ccccc2)ccc1Cl
1.0,O=C(Cc1c[nH]c2ccccc12)Nc1ccc(Nc2cccnc2)c(-c2ccc(Oc3ccccc3)cc2)c1
0.5,CCCN(C(=O)c1cn(CCC)c2ccccc12)c1ccc(Oc2cccnc2)cc1
-0.6,O=C(CSc1nc2ccc(Nc3nc(N4CCOCC4)nc(N4CCOCC4)n3)cc2s1)Nc1ccccc1
-0.3,COc1ccc(NC(=O)N(C)C[C@@H]2OCCCC[C@@H](C)Oc3ccc(NS(C)(=O)=O)cc3C(=O)N([C@H](C)CO)C[C@@H]2C)cc1
-0.7,Cc1ccc(C(=O)NC2CCCCN(C)C2=O)c(C)c1 (stereo unspecified)
-0.5,Cc1cc(-c2ccccc2)c2c(n1)sc1c(O)cc(=O)[nH]c12
-0.7,C=CCSc1nnc(NC(=O)CSc2ccccn2)s1
-0.3,O=C(c1cccnc1)N1CCC(c2nc3ccccc3[nH]2)CC1
-0.9,C[C@H]1CN([C@@H](C)CO)C(=O)CCCn2nncc2CO[C@@H]1CN(C)C(=O)Nc1ccccc1F
-1.4,COc1ccc(/C=C2/SC(=O)N(CCC(=O)Nc3ccc(C)cc3)C2=O)cc1OC
0.3,CC(C)C[C@@H]1COc2cccc(N3CCCCC3)c2S(=O)(=O)N1
0.4,CC(=O)C1=C(O)C(=O)N(Cc2cccnc2)C1c1ccc(C)cc1 (stereo unspecified)
-0.5,CCCc1cc2c(O)ccc(O)c2c(=O)o1
0.5,Cc1ccc(S(=O)(=O)N2CCCc3nc(-c4ccc(Br)cc4)ccc32)cc1
-1.1,CC(C)[C@H](NC(=O)c1ccc(Cl)c(Cl)c1)C(=O)N1CCC[C@H]1C(=O)NCc1ccccc1
0.9,C[C@H]1CCCCO[C@@H](CN(C)CC2CC2)[C@@H](C)CN([C@@H](C)CO)C(=O)c2cc(NS(=O)(=O)c3ccccc3)ccc2O1
0.4,O=[N+]([O-])c1c(Cl)cc(Cl)cc1Cl
-0.2,O=C1NC(c2cccc(C(F)(F)F)c2)c2c(-c3ccccc3)n[nH]c21 (stereo unspecified)
-0.7,COC(=O)N1C[C@@H]2Oc3nccnc3O[C@@H]2C[C@@H]1c1ccccc1Br
1.1,COc1cc(CCN=Cc2cccc(OC)c2O)c([N+](=O)[O-])cc1OC
2.4,N#Cc1cccc(N=c2ssnc2Cl)c1
-0.3,C[C@H](CO)N1C[C@H](C)[C@@H](CN(C)C(=O)Nc2ccc(N3CCN(C)CC3)cc2)OCc2cn(nn2)CCCC1=O
-0.1,Nc1nc2c(ncn2[C@@H]2O[C@H](C(=O)N[C@H](Cc3ccccc3)C(=O)NCCCc3ccccc3)[C@@H](O)[C@H]2O)c(=O)[nH]1
-0.1,O=C(C(=O)N1CCN(C(=O)C2CCCC2)CC1)c1cccc(C(F)(F)F)c1
-0.2,c1ccc(-c2ccccc2C2Cc3nnccc3CN2)cc1 (stereo unspecified)
0.4,CC1=C(C(=O)Nc2ccc(Cl)cc2)C2(CCCCC2)C(C(N)=O)C(=S)N1 (stereo unspecified)

# (continued)
MsrA inh,Molecule
-0.7,C[C@H](O)[C@@H]1C(=O)N2CCc3c([nH]c4cccc(-c5ccccc5)c34)[C@@H]2C[C@@H]1N(C)C(=O)C1CCCCC1
0.2,CCOC(=O)N[C@H](C(=O)N1CCC[C@H]1C(=O)NC1CCCC1)c1ccccc1
-0.5,Cc1ccc(S(=O)(=O)N2CCCc3nc(C)c(C)cc32)cc1
0.6,CCCCOCC1CN(CCCC)S(=O)(=O)c2c(cccc2N2CCCCC2)O1 (stereo unspecified)
2.4,Cc1ccc(NCC(=O)N=Nc2c(O)[nH]c3ccc([N+](=O)[O-])cc23)cc1
0.1,CN1C(=O)/C(=C/c2cccc(Cl)c2)Sc2ccc(C(=O)N3CCCC3)cc21
1.8,Nc1[nH]c(C(=O)c2ccc(Br)cc2)c(-c2ccc(Cl)cc2Cl)c1C(=O)NCCc1c[nH]c2ccccc12
-1.3,COC(=O)C1=C(C)N(C)C(=NCc2cccc(C(F)(F)F)c2)NC1c1ccc(C(F)(F)F)cc1 (stereo unspecified)
-0.5,COc1ccc(N2CCCn3c2nc2c3c(=O)n(CCCc3ccccc3)c(=O)n2C)cc1
1.8,CCOCC(=O)Nc1ccc(C(=O)Nc2ccccc2Cl)cc1
